Rac1 GTP hydrolysis = MgcRacGAP GTPase-activating activity inhibitors, confirmation, biochemical, ADP Hunter fluorescence; MgcRacGAP-stimulated Rac1 GTP hydrolysis, ADP Hunter fluorescence; higher % means a stronger effect; GST-tagged Rac1 F28L mutant substrate; 340,000 compounds, 0.6% hits; inhibition, % at 30 µM; hits with a dose series show IC50 in µM; AID 624330;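 active = first-screen hits whose inhibition reached a set limit at any dose in the follow-up dose series; inconclusive = inhibition above the set first-screen limit but never retested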;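 note: fluorescence reports GDP produced by GAP-driven GTP hydrolysis; strong numbers were not always called active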
NS5 inhibitors = flavivirus cap methylation enzyme inhibition – biochemical, confirmation dose response, primary screen (AID 588689) | Dengue-2 NS5 methyltransferase capping enzyme assay, biochemical; higher % means a stronger effect | inhibition, % at 25 µM, or IC50 in µM where a hit was titrated | 340,000 compounds, 0.3% hits; in the data active = a potency from the dose series; inconclusive = inhibition above about 29% without an active follow-up result
AID2073 = disruptors of CaV2.2 binding to Mint1 – biochemical, HTRF (AID 2073). 290,000 compounds, 0.19% hits. inhibition, % at 20 µM; hits with a dose series show IC50 in µM. HTRF protein-protein interaction, Mint1-CaV2.2; higher % means a stronger effect; in the data active = inhibition mostly above about 51%, no sharp cut-off; inconclusive = no clear call, values can overlap the other calls; inactive = mostly below about 53%; note: some results filed as inactive read as strong as hits
NTR1 agonist = agonists of NTR1, primary screen, imaging, U2OS cells, beta-arrestin-GFP, high content (AID 493036); activation, % at 20 µM; P30989; NTR1-U2OS beta-arrestin-GFP spot imaging, agonist mode; 330,000 compounds, 0.17% hits;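 active = activation at or above 40% of the spot to cytoplasm intensity ratio, with at least 20 cells analyzed; inconclusive = wells under 20 cells, flagged as cytotoxic or low count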;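 note: 0% = DMSO without peptide and 100% = 100 nM NTR1 peptide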
Target sequence (P30989 whole entry, looked up): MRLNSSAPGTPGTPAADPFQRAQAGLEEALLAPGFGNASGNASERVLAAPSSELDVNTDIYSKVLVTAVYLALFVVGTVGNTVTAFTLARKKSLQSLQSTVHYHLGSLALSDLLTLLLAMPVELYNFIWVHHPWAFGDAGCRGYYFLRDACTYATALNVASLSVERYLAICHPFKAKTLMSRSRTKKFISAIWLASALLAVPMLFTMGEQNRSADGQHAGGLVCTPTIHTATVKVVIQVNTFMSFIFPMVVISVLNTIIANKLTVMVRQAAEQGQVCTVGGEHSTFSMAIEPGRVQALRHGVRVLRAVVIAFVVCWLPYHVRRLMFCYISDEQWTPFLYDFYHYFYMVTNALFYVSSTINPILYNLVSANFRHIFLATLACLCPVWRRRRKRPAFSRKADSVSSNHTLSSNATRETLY
GPR35 arrestin U2OS = GPR35 antagonists blocking zaprinast-driven arrestin recruitment, primary screen, imaging, U2OS, beta-arrestin-GFP, zaprinast agonist (AID 2058); 290,000 compounds, 0.052% hits; inhibition, % at 10 µM, or IC50 in µM where a hit was titrated; U2OS GPR35 beta-arrestin-GFP translocation imaging, zaprinast antagonism; higher % means a stronger effect;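 active = inhibition of at least 50% with at least 30 cells and total cytoplasm GFP at most 10,000,000; inconclusive = under 30 cells or total GFP of 10,000,000 plus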
GPR55 LPI antagonism = GPR55 antagonists blocking LPI-driven arrestin recruitment, primary screen, imaging, U2OS, beta-arrestin-GFP, LPI agonist (AID 2013) | U2OS GPR55 beta-arrestin-GFP translocation imaging, LPI antagonism; higher % means a stronger effect | one-dose inhibition, % at 10 µM; IC50 in µM for titrated hits | 290,000 compounds, 0.13% hits;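 active = spots per cell inhibited over 60%, with over 100 cells counted and total cytoplasm intensity under 500,000; inconclusive = wells with under 100 cells, flagged as likely toxic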;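 note: U2OS cells stably carrying GPR55 and arrestin-GFP stimulated by 5 µM LPI near EC80; imaged beta-arrestin-GFP aggregate spots per cell after agonist stimulation; plate controls were LPI-stimulated DMSO wells for no effect and DMSO wells without LPI for full effect; some results filed as inactive read as strong as hits; confirmed hits need IC50 under 10 µM and bright autofluorescent wells are also inconclusive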
GPR55 activation = selective activators of receptor GPR55 – imaging, U2OS cells, beta-arrestin-GFP redistribution, primary screen (AID 1961); U2OS GPR55 beta-arrestin-GFP redistribution imaging; higher % means a stronger effect; 290,000 compounds, 0.048% hits; activation, % at 10 µM; hits with a dose series show EC50 in µM;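 active = activation above 40% with more than 50 cells counted in the well; inconclusive = wells holding fewer than 50 cells, flagged as toxic or sparse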;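 note: U2OS osteosarcoma cells stably expressing GPR55 and beta-arrestin-GFP; plate controls were DMSO negative control for no effect and LPI positive control for full effect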
SV40 large T antigen = TAg ATPase/helicase activity blockers – biochemical (AID 1903) | 310,000 compounds, 0.39% hits | SV40 large T antigen ATPase/helicase inhibition assay; higher % means a stronger effect | inhibition, % at 20 µM, or IC50 in µM where a hit was titrated; in the data active = a potency from the dose series; inconclusive = inhibition mostly from about 32% at the one dose, without a potency; inactive = the rest, 99 in 100 with inhibition below about 32%; note: strong numbers were not always called active
Yfh1-off respiration = mitochondrial function rescue without frataxin homolog – Friedreich's ataxia, plus single-dose screen, dose response (AID 1465) | S. cerevisiae Yfh1-off respiration, WST-1 reduction, 72 h; higher fold induction means a stronger effect | fold induction at 50 µM; hits with a dose series show EC50 in µM | 220,000 compounds, 0.074% hits;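 active = fold induction of absorbance versus untreated yeast above a set limit, then at least 30% activation at any dose in follow-up; inconclusive = repeats straddling the limit, or above it without dose testing; inactive = fold induction below the set limit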;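 note: activators that raise dye reduction in frataxin-depleted yeast; strong numbers were not always called active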
NTR1 agonist cell count 20 µM = recorded beside NTR1 agonist, whose call it bears; cell count; measured here: cell count, cytotoxicity flag
* hit, by the source's call; i = inactive; ? = inconclusive; · = not tested or not shown.

SMILES | Rac1 GTP hydrolysis | NS5 inhibitors | AID2073 | NTR1 agonist | NTR1 agonist cell count 20 µM | GPR35 arrestin U2OS | GPR55 LPI antagonism | GPR55 activation | SV40 large T antigen | Yfh1-off respiration
COC1CCN(C(=O)c2ccc3oc(C(C)C)nc3c2)CC1 | 10% | -3% | -4% | -1.3 | 65 | -14% | 15% | 0.3% | 9% | ·
COc1ccc(N2C(N)=C(C#N)C(c3ccsc3)C3=C2CCCC3=O)c(OC)c1 (stereo unspecified) | 16% | 0% | -4% | 0.7 | 51 | 2% | 13% | 1.0% | 5% | i
COCCNC(=S)N1CCN(c2nc3ccccc3s2)CC1 | 12% | -10% | -20% | 1.1 | 46 | 20% | -4% | 0.2% | 12% | i
Cc1cc(C2=NNC(=NC3CCCCC3)SC2)c(C)n1-c1c(C)n(C)n(-c2ccccc2)c1=O | 11% | 11% | -2% | 0.4 | 87 | 10% | 9% | 0.0% | 10% | i
COc1ccccc1CNC(=O)CN1CCN(S(=O)(=O)c2cccs2)CC1 | 3% | -3% | 4% | 0.5 | 60 | -13% | 0% | 0.0% | 6% | i
CC[C@H](C)[C@@H](C(=O)NCCCCCCCCCCC(=O)N1CCN(C(=O)OC(C)(C)C)CC1)n1cc(CCCCCNC(=O)OC(C)(C)C)nn1 | 5% | 5% | · | 1.3 | 69 | · | · | · | 13% | ·
CC(C)(C)OC(=O)COc1ccc(/C=N/NC(=O)CN2CCCCC2)cc1 | · | -9% | 3% | -0.5 | 72 | -4% | 6% | -0.1% | · | ·
c1ccc(-c2nc(N3CCOCC3)cc(N3CCOCC3)n2)cc1 | 9% | -2% | 9% | 1.0 | 34 | 0% | 14% | -0.1% | 8% | i
CCCCC1(C)OC(=O)C(=Cc2c[nH]c3ccccc23)C(=O)O1 (stereo unspecified) | -6% | -65% | -3% | 0.9 | 80 | -12% | 0% | 0.0% | 0% | i
COc1ccc(-n2c(C)cc(/C=C3\SC(=O)NC3=O)c2C)cc1 | · | -1% | -3% | 3.7 | 71 | -13% | -6% | 0.0% | 4% | ·
CCS(=O)(=O)N1Cc2ccccc2CC1C(=O)NCc1cccc(OC)c1 (stereo unspecified) | 10% | -2% | 4% | -0.4 | 61 | 5% | -3% | 0.0% | 26% | ·
CCOC(=O)N1CCN(CC(=O)n2c(C)c(C)c3ccccc32)CC1 | 14% | -5% | 1% | -1.5 | 82 | 15% | 2% | -0.2% | 5% | i
CCCCC(=O)NC(=S)Nc1cc([N+](=O)[O-])ccc1OC | 1% | -4% | 7% | 1.8 | 65 | -6% | -10% | 0.2% | 15% | i
CC(C)c1ccc(NC(=O)COC(=O)COc2ccccc2)cc1 | 11% | -7% | 11% | -0.4 | 83 | 7% | -5% | -0.2% | 17% | i
O=C(NC(=S)Nc1nc(-c2cccc([N+](=O)[O-])c2)cs1)c1cc(Cl)ccc1Cl | 2% | -2% | 22% | 15 | 56 | 22% | -3% | 0.2% | 16% | i
COCc1ccc([C@@H]2C[C@H]3CN(Cc4cccnc4)C(=O)[C@]34CCCN24)o1 | 8% | -4% | 14% | -1.2 | 65 | -18% | 6% | 0.8% | 9% | i
COc1cc(C)c(CNc2cccc(C)c2)cc1C | 14% | 4% | -4% | -0.1 | 46 | 6% | 4% | -0.1% | 21% | i
CCn1c(SCC(=O)c2ccc(NC(C)=O)c(OC)c2)nnc1-c1ccc(NS(C)(=O)=O)cc1 | 1% | -2% | -5% | -0.1 | 48 | -18% | 5% | 0.2% | 0% | i
COc1ccc(-c2noc(CCC(=O)NCC3CCCO3)n2)cc1OC (stereo unspecified) | 16% | -8% | 4% | 0.3 | 63 | 5% | 7% | -0.1% | 21% | ·
C/C(=C\C(=O)c1ccc(C)o1)Nc1ccc(C(=O)O)cc1C | 5% | -2% | 1% | -3.1 | 87 | -4% | 16% | -0.2% | 24% | i
Nc1cc(=O)[nH]c(=O)n1-c1cccc(F)c1 | 5% | -9% | -4% | -0.8 | 103 | 0% | 6% | -0.2% | 26% | i
O=C(Nc1nc2c(s1)CN(Cc1ccccc1)CC2)c1cccc(S(=O)(=O)N2CCc3ccccc32)c1 | 9% | -17% | -4% | 1.4 | 81 | -2% | 4% | -0.1% | 2% | i
CN=C1SC(CC(=O)Nc2ccc(C(=O)O)cc2)C(=O)N1C (stereo unspecified) | 0% | -3% | 35% | -0.2 | 46 | 4% | 10% | -0.1% | 6% | i
O=C(NCCCn1ccnc1)c1cccc(Cl)c1 | 7% | -6% | 0% | -1.5 | 77 | 3% | 0% | 0.2% | 5% | ·
O=C(CSc1ccc2ccccc2c1)NCc1cccs1 | 9% | 5% | -3% | 0.6 | 62 | -2% | -16% | 0.1% | 3% | i
O=C(OCCC1Oc2cccnc2NC1=O)c1ccc([N+](=O)[O-])cc1 (stereo unspecified) | · | · | 14% | 0.6 | 55 | 1% | 3% | 0.4% | 7% | i
CCCCCc1cccnc1 | 9% | -1% | 2% | 0.6 | 72 | -1% | -14% | -0.1% | 9% | i
CC1CCN(Cc2csc(N)n2)CC1 | 10% | -3% | 0% | -0.1 | 66 | -11% | 13% | 0.0% | 14% | i
CCOc1ccc(-c2nnn(CC(=O)N3CCCC3)n2)cc1OCC | 14% | 10% | 3% | 1.6 | 54 | 5% | 2% | -0.1% | 4% | i
COc1ccc(-c2nnc(COc3ccc4ccccc4c3)o2)cc1OC | 7% | -7% | 3% | -0.7 | 86 | -11% | 5% | 0.2% | 7% | i
CCOc1cc(CNCc2cccs2)cc(Br)c1OC | 11% | 3% | -4% | -2.1 | 42 | 2% | 23% | 0.0% | -5% | i
COc1ccc(NC(=O)c2cc(S(=O)(=O)N3CCc4ccccc43)cn2C)cc1OC | 8% | 1% | 2% | 4.0 | 56 | -12% | 10% | 0.5% | 14% | ·
Cc1ccc(C(=O)Nc2cccnc2Oc2ccc(Cl)cc2)cc1 | 8% | 4% | -16% | 2.1 | 63 | -3% | -1% | 0.2% | 4% | i
CN(Cc1ccccn1)C(=O)CC1C(=O)NCCN1Cc1cccc(Oc2ccccc2)c1 (stereo unspecified) | 1% | 5% | -6% | -0.6 | 93 | 4% | 7% | 0.6% | -1% | i
O=[N+]([O-])c1cc(C(F)(F)F)ccc1NCCOc1ccccc1 | 3% | -6% | -1% | 8.7 | 68 | -9% | 9% | 0.4% | 14% | i
O=C1CC(N2CCN(C(c3ccccc3)c3ccccc3)CC2)C(=O)N1Cc1ccc(N2CCCC2=O)cc1 (stereo unspecified) | 9% | -2% | -2% | 4.8 | 84 | -6% | 8% | -0.1% | 3% | i
COc1cc(C=C2C(=O)c3ccccc3C2=O)cc(OC)c1OC | 126µM* | ? | ? | 2.3 | 37 | 7% | 18% | 0.1% | 7% | i
CC(C)Oc1ccc(C(=O)NC2CCN(Cc3ccccc3)CC2)cc1 | 19% | -6% | 5% | -0.7 | 94 | -8% | 7% | 0.4% | 9% | ·
NC(=O)Cn1cnc2nc3n(c2c1=O)CCC3 | -7% | 1% | -9% | -0.8 | 47 | 1% | 11% | -0.1% | 8% | i
CCOC(=O)c1sc(NC(=O)CNC(=O)Cn2cnc3sc(C)c(C)c3c2=O)nc1C | 3% | 1% | 20% | 0.1 | 36 | -9% | 16% | 0.1% | 3% | i

Entries of single compounds, quoted from the list.
O=C(CSc1ccc2ccccc2c1)NCc1cccs1 is listed with Rac1 GTP hydrolysis: 9%; NS5 inhibitors: 5%; AID2073: -3%; NTR1 agonist: 0.6; NTR1 agonist cell count 20 µM: 62; GPR35 arrestin U2OS: -2%; GPR55 LPI antagonism: -16%; GPR55 activation: 0.1%; SV40 large T antigen: 3%; Yfh1-off respiration: i
COc1cc(C=C2C(=O)c3ccccc3C2=O)cc(OC)c1OC is listed with Rac1 GTP hydrolysis: 126µM*; NS5 inhibitors: ?; AID2073: ?; NTR1 agonist: 2.3; NTR1 agonist cell count 20 µM: 37; GPR35 arrestin U2OS: 7%; GPR55 LPI antagonism: 18%; GPR55 activation: 0.1%; SV40 large T antigen: 7%; Yfh1-off respiration: i
CCCCCc1cccnc1 is listed with Rac1 GTP hydrolysis: 9%; NS5 inhibitors: -1%; AID2073: 2%; NTR1 agonist: 0.6; NTR1 agonist cell count 20 µM: 72; GPR35 arrestin U2OS: -1%; GPR55 LPI antagonism: -14%; GPR55 activation: -0.1%; SV40 large T antigen: 9%; Yfh1-off respiration: i

Remaining list, next part.
SMILES | Rac1 GTP hydrolysis | NS5 inhibitors | AID2073 | NTR1 agonist | NTR1 agonist cell count 20 µM | GPR35 arrestin U2OS | GPR55 LPI antagonism | GPR55 activation | SV40 large T antigen | Yfh1-off respiration
COc1ccccc1CCC(=O)OCC(=O)Nc1c(Br)cc(C)cc1Br | 3% | 5% | 9% | 9.3 | 43 | -4% | 1% | 0.2% | 8% | ·
Cc1ccc(C2=NN(C(=O)c3cccs3)C(c3ccccc3O)C2)cc1 (stereo unspecified) | 2% | -8% | 17% | 5.4 | 57 | -3% | 3% | 0.2% | 3% | i
CC(C)(C)CC(C)(C)NC1=CC(=O)OC12CCCCC2 | 4% | -3% | 2% | -1.5 | 44 | 1% | 10% | 0.0% | 2% | i
CCN1C(=NCc2ccc(OC)cc2)N[C@@H](c2ccccc2)C(C(=O)OC)=C1C | 9% | 0% | -4% | -2.5 | 89 | 13% | 9% | 0.2% | 10% | ·
CCOC(=O)c1ccc(NS(=O)(=O)c2cnc[nH]2)cc1 | 5% | -3% | 3% | -2.0 | 69 | 9% | -6% | -0.1% | 1% | i
CC(NC(=O)C(c1ccccc1)c1ccccc1)C(=O)O (stereo unspecified) | 5% | -3% | 34% | -0.7 | 57 | 3% | 11% | -0.2% | 19% | i
C/C=C\C=C\C(=O)Nc1cccc(C2=NOC3(C2)C[C@@H](C(N)=O)N(C(=O)C(c2ccccc2)c2ccccc2)C3)c1 (stereo partly specified) | 0% | 3% | 28% | 12 | 85 | 2% | 8% | -0.1% | 31% | i
Cc1ccc(CNc2ccc3c(c2)OCO3)cc1 | 10% | 27% | 12% | · | · | 42% | 40% | 19% | 4% | i

Compound activity (PubChem BioAssay)
